Compound activity from PubChem BioAssay.
TAG inh: reduces triacylglycerol accumulation in H9c2 cells; Nile Red lipid (TAG) fluorescence; cells loaded with 200 µM oleic acid; inhibition, % at 12.5 µM; 0.66% of 230,000 active; AID 651582;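 active means pattern-corrected inhibition of lipid staining of at least 50% with the nuclear-stain viability signal not falling by more than 50%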;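 further: 0% = DMSO wells and 100% = triacsin C control wells; some results filed as inactive read as strong as hits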
TAG inh DAPI viability: also measured in TAG inh; calls as there; DAPI nuclei signal change (viability), lower = more cytotoxic, %;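 whole-well DAPI fluorescence read on a plate reader as a viability signal; minus 50 percent equals half of cells still viable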
Numbers without * were called inactive. An excerpt, so the mix of outcomes need not match the whole.

Below each compound: TAG inh	TAG inh DAPI viability
Cc1ccc(C(=O)N2CCN(S(=O)(=O)c3sc(C(=O)O)c(C)c3C(=O)O)CC2)s1
  0	5
Cn1c(=O)c2c(nc(N/N=C/c3ccncc3)n2Cc2ccccc2)n(C)c1=O
  -9	13
Cc1nnc(N)s1
  2	9
O=C(CCCn1c(=O)[nH]c2ccccc2c1=O)N1CCN(c2ccccn2)CC1
  -12	-3
Cc1ccc2c(c1)N(C(=O)CCC(=O)NCC(C)c1ccccc1)CC(C)O2 (stereo not drawn)
  -8	0
COc1ccc(C)cc1NC(=O)CSc1ccc(Cl)cc1
  -38	2
O=C1CN(C(=O)COc2ccc(Br)cc2Br)c2ccccc2N1
  -9	-4
O=C(Cc1ccc(F)cc1)Nc1ccc(Cl)cn1
  -2	-3
Cc1ccc(OC(=O)CCS(=O)(=O)c2ccc(C)cc2)cc1
  -3	1
Cc1ccccc1S(=O)(=O)N1C[C@H]2CON(C)[C@H]2C[C@H]1c1cccc(-c2ccc(C#N)cc2)c1
  -20	-4
O=C(CCNC(=O)c1ccccc1)Nc1ccc(F)c(Cl)c1
  4	0
N#Cc1ccc(OCC(=O)Nc2nc(-c3ccncc3)cs2)cc1
  10	0
COc1ccc(-c2[nH]ncc2CN(C)Cc2cnccn2)c(OC)c1
  -15	9
CCCc1cc(=O)[nH]c(SC/C=C/c2ccccc2)n1
  1	-4
C=CCNc1nc(Nc2ccc(OC)cc2OC)nc(OCC)n1
  6	-5
CC(C)(O)CN(C(=O)C(c1ccccc1)c1ccccc1)C1CCCCC1
  -15	1
COc1cc2c(cc1OC)CN(Cc1cc(=O)n3c(-c4ccccc4)csc3n1)CC2
  13	87
CC(C)(C)NC(=O)C(c1ccc(F)cc1)N(Cc1ccco1)C(=O)Cn1nnc(-c2cccs2)n1 (stereo not drawn)
  11	0
CCOC(=O)CN1C(=O)N[C@@H](c2cccc(F)c2)C(C(C)=O)=C1C
  -8	0
Cc1cccc(N(C(=O)c2snc(C(N)=O)c2N)C(C(=O)NCC2CCCO2)c2cccs2)c1 (stereo not drawn)
  6	14
CCCCN(CC)C(=O)CSc1nc2c(sc(=S)n2-c2ccc(OCC)cc2)c(=O)[nH]1
  6	-13
COCCCn1c(SCC(=O)NC2CCS(=O)(=O)C2)nnc1-c1ccc(Cl)cc1 (stereo not drawn)
  0	3
COc1ccc(C2/C=C\CN(C(=O)Nc3ccccc3)CC(=O)N2Cc2ccc(F)cc2)cc1 (stereo not drawn)
  5	-6
Cc1ccc(NC(=O)CSc2ccc3c(c2)OCCO3)c(O)c1
  -37	-4
S=C1SCN(CC2CC2)CN1CC1CC1
  96	-61
CCOc1ccc2[nH]c(=O)c(CN(CCO)C(=O)CC)cc2c1
  21	-10
O=C(Cc1ccc([N+](=O)[O-])cc1)N/N=C/c1cccs1
  -4	11
Cc1cccnc1NC(=O)c1ccc(C(=O)c2ccccc2)cc1
  16	-7
O=C(COC(=O)C1CC1)Nc1ccccc1Sc1ccccc1
  5	-1
Cc1cccc(CSc2nnc(-c3ccco3)o2)c1
  -13	11
CCN(CC(=O)Nc1ccccc1OC)C(=O)CN1C(=O)NC(C)(c2ccccc2)C1=O (stereo not drawn)
  15	0
CC1CCCCC1NCC(=O)Nc1ccccc1C(=O)Nc1ccccc1 (stereo not drawn)
  14	-1
COc1ccc(NC(=O)c2ccc3c(c2)OCO3)cc1Cl
  16	-9
O=C(N/C(=C\c1ccc(F)cc1)C(=O)N1CCCCCC1)c1ccccc1
  2	-5
COc1ccccc1NC(=O)c1cnc(SCC(=O)NCCc2ccccc2)n(C)c1=O
  24	-1
Cc1cc[n+](-c2[nH]c(=O)sc2/C=N/N=C(\[O-])c2ccccc2)cc1C
  5	-3
COc1ccc(S(=O)(=O)N(C)C[C@H]2Oc3ccc(NC(=O)Nc4ccc5c(c4)OCO5)cc3C(=O)N([C@H](C)CO)C[C@@H]2C)cc1
  10	3
CC1(C)COC(c2cc([N+](=O)[O-])ccc2Cl)=N1
  -1	2
CN1CCC(N(C)C(=O)c2cccc(S(=O)(=O)N3CCc4ccccc43)c2)CC1
  -7	3
CC1(C)SC(=S)N(Cc2ccc3c(c2)OCO3)C1N(O)C(=O)NC1CCCCC1 (stereo not drawn)
  16	-4

Single entries from the results shown:
CC1(C)SC(=S)N(Cc2ccc3c(c2)OCO3)C1N(O)C(=O)NC1CCCCC1 (stereo not drawn) | TAG inh DAPI viability = -4
Cc1cccnc1NC(=O)c1ccc(C(=O)c2ccccc2)cc1 | TAG inh = 16

Remaining list, next part
Below each compound: TAG inh	TAG inh DAPI viability
COc1ccc(OCCCn2c(=O)oc3ccccc32)cc1
  -19	-6
Cc1cccc(-c2nnc(SCC(=O)NC3CC3)n2C)c1
  -1	0
COc1ccccc1NS(=O)(=O)c1cccc(C(=O)NNC(=O)c2ccc(NC(C)=O)cc2)c1
  14	-7
N#Cc1ccccc1NC(=O)COC(=O)c1cccs1
  -3	1
CN(C)C(CN=C1NS(=O)(=O)c2ccccc21)c1ccco1 (stereo not drawn)
  12	0
Cc1oc(-c2cccs2)nc1CS(=O)CC(=O)NCCCOC(C)C (stereo not drawn)
  -2	-6
NC(=O)C[C@@H]1N[C@]2(C(=O)Nc3ccccc32)[C@@H]2C(=O)N(C3CCCCC3)C(=O)[C@H]12
  1	1
O=C(CSc1nn(-c2ccccc2)c(=S)s1)Nn1cnnc1
  -7	5
O=C(O)C1CCN(S(=O)(=O)c2ccc(N3CCCC3C(=O)O)c([N+](=O)[O-])c2)CC1 (stereo not drawn)
  15	-14
Nc1nnc(SCC(=O)OCc2ccc(F)cc2)s1
  -6	12
O=C(NCc1cccnc1)c1cc2nc(-c3cccs3)cc(C(F)(F)Cl)n2n1
  -16	3
O=C(COc1ccc([N+](=O)[O-])cc1)Nc1ccc(NC(=O)c2ccccc2)cc1
  18	-4
CCNCCC(=O)N1c2ccccc2Sc2ccc(C(F)(F)F)cc21
  11	7
COCCNC(=O)C1(C)CCCN(Cc2c(C)nn(-c3ccccc3)c2C)C1 (stereo not drawn)
  10	6
O=C1Nc2cc(C(=O)N3CCN(Cc4ccccc4)CC3)ccc2SC1N1CCOCC1 (stereo not drawn)
  -8	10
CC(C)(C)C(=O)NCc1ccc(C(=O)CN2C(=O)NC3(CCCC3)C2=O)s1
  10	-6
CCC(C)N(C(=O)COC(=O)c1cc([N+](=O)[O-])ccc1N)C1CCS(=O)(=O)C1 (stereo not drawn)
  3	-3
O=C1[C@@H]2C(Cc3ccc(O)cc3)NC3(C(=O)Nc4ccc(F)cc43)[C@@H]2C(=O)N1c1ccccc1 (stereo partly drawn)
  -27	7
COc1ccc(CN(C(=O)c2ccco2)c2ccccc2)cc1
  -3	-4
COc1ccc(S(=O)(=O)N2CCC(C(=O)Nc3ccc(OC)c(OC)c3)CC2)cc1C
  0	2

Brought forward from above: 2 compounds, then new ones.
Below each compound: TAG inh	TAG inh DAPI viability
COc1ccc(CN(C(=O)c2ccco2)c2ccccc2)cc1
  -3	-4
COc1ccc(S(=O)(=O)N2CCC(C(=O)Nc3ccc(OC)c(OC)c3)CC2)cc1C
  0	2
Cc1nnc(SCc2ccccc2)n1N
  0	-1
Cc1nn(C)c(C)c1/C=C(\C#N)S(=O)(=O)c1ccc(F)cc1
  4	6
CSCC(=O)N1CCC(n2nccc2NC(=O)CCCc2ccccc2)CC1
  1	-5
CCCC(=O)Nc1ccc(N2CCN(C(=O)c3ccccc3C)CC2)cc1
  -14	9
C=CCN(c1ccccc1)S(=O)(=O)c1ccc2c(c1)NC(=O)C(C)C(=O)N2 (stereo not drawn)
  1	-4
O=C(c1ccccc1)N1CCN(C(=O)c2ccc3c(c2)OCCO3)CC1
  9	-9
C[C@@H]1CN([C@H](C)CO)C(=O)c2c(c3ccccc3n2C)-c2ccccc2CO[C@@H]1CN(C)S(=O)(=O)c1cccs1
  23	-9
CC/C=C/C(=O)N1CC2(CC(c3cccc(NC(=O)CC)c3)=NO2)C[C@H]1C(N)=O (stereo partly drawn)
  6	-11
O=S(=O)(Cc1noc(-c2ccc(OC(F)(F)F)cc2)n1)c1ccc(F)cc1
  -5	-4
CCc1nc2ccc(C(=O)NCCN3CCNC3=O)cn2c1N(C)Cc1ccc(OC)cc1
  -12	14
CCOC(=O)Cc1csc(NS(=O)(=O)c2ccc3c4c(cccc24)C(=O)N3CC)n1
  15	-9
CC1(C)CC(NC(=O)c2c(N)no[n+]2[O-])CC(C)(C)N1
  -5	2
CCOc1cc(C2CC(=O)N3CN(C4CCCCC4)CSC3=C2C#N)ccc1O (stereo not drawn)
  12	-1
Cc1cc(C(F)F)n2ncc(C(=O)NCCc3ccccc3Cl)c2n1
  -15	7
COc1ccc(OC)c(S(=O)(=O)Nc2cc3c4c(c2)CC(=O)N4CCC3)c1
  -5	2
Cc1noc(C)c1C(=O)OCC(=O)NC1CC1
  -6	11
O=C(c1ccc2oc(CCCc3ccccc3)nc2c1)N1CCCC(CCCO)C1 (stereo not drawn)
  -18	3
CCOc1ccc(S(=O)(=O)N(C)c2ccc(OCC(=O)N3c4ccc(C)cc4C4CN(C)CCC43)cc2)cc1 (stereo not drawn)
  11	11
COC(=O)c1c(C)[nH]c(C(=O)C(C)OC(=O)c2cnc(C)cn2)c1C (stereo not drawn)
  4	-5
CN(CC(=O)Nc1ccccc1Br)C(=O)c1cc(Cl)nc2ccccc12
  -7	-2
CN(C)CCCOc1nn(Cc2ccccc2)c2ccccc12
  5	13
O=S(=O)(c1ccc(F)cc1)N1CCN(Cc2cc3c(cc2Br)OCCO3)CC1
  -14	13
COC(=O)C1=C(C)N(CCCCCC(=O)O)C(=O)NC1c1ccccc1 (stereo not drawn)
  -3	-1
CN(C)c1ccc(C=c2c3cc([N+](=O)[O-])ccc3n3c2cc(-c2ccccc2)[n+]3C)cc1
  46	-49
CCCCC(=O)C1=C(N2CCCC2)CC(C)(C)CC1=O
  -18	16
CCCN(CC(=O)Nc1ccccc1OC)C(=O)Cc1ccc2c(c1)CCC2
  -1	4
Fc1ccc(CNC(=S)Nc2cccc(Cl)c2)cc1
  -8	9
O=C(Nc1cc([N+](=O)[O-])ccc1N1CCCC1)c1ccccc1
  2	-15
Cc1ccc2c(c1)N(C(=O)CCC(=O)NCc1cccc(Br)c1)CC(C)O2 (stereo not drawn)
  28	-6
COc1ccccc1Cn1c(CCCO)nc2ccccc21
  8	-6
CCc1noc(C)c1C(=O)Nc1cc(S(=O)(=O)N(CC)CC)ccc1N1CCCC1
  16	-5
S=C(NCc1ccco1)N1CCN(c2ccccc2Cl)CC1
  16	-5
C=C1SC(Nc2c(C)cc(C)cc2C)=NC12CCCCC2
  -33	-1
COCCN1C(=O)N[C@@H](c2ccco2)C(C(=O)OC)=C1C
  10	-5
O=C(NC12CC3CC(CC(C3)C1)C2)N1CCN(C2CCCCC2)CC1
  5	-5
O=C1S/C(=C\c2ccc(O)c([N+](=O)[O-])c2)C(=O)N1c1ccccc1Cl
  1	-1
C/C=C(\C)CN1CCC(n2nccc2NC(=O)CCOc2ccccc2)CC1
  -14	0
CCOCCCNC(=O)C1CCC(CNS(=O)(=O)c2ccc(F)cc2)CC1 (stereo not drawn)
  -10	1
COc1ccc(CCN2CC(C(=O)NCc3ccon3)CCC2=O)cc1 (stereo not drawn)
  -12	3
Cn1c(=O)c2c(ncn2CC(=O)OCC(=O)NCCc2ccccc2)n(C)c1=O
  -1	-6

Profiles, quoted from the list. Order of screens: TAG inh	TAG inh DAPI viability
Record of `Cn1c(=O)c2c(nc(N/N=C/c3ccncc3)n2Cc2ccccc2)n(C)c1=O` : -9	13
Record of `COc1ccc(OC)c(S(=O)(=O)Nc2cc3c4c(c2)CC(=O)N4CCC3)c1` : -5	2

Remaining list, next part
Below each compound: TAG inh	TAG inh DAPI viability
CCOC(=O)c1c(C)[nH]c(C)c1C(=O)COC(=O)c1cccc(S(=O)(=O)NC)c1
  -27	24
Cc1nc(SCN2C(=O)c3ccccc3C2=O)n[nH]1
  -5	4
CCCS(=O)(=O)NC(=O)C1(C)CCN(C(=O)c2ccc(OC)cc2)C1 (stereo not drawn)
  5	-2
Nc1c2c(nc3ccccc13)N(C1CCCCC1)CC2
  8	54
NC(c1csc(Nc2ccc(C(=O)c3ccccc3)cc2)n1)C1CCCCC1 (stereo not drawn)
  57*	10*
COC(=O)c1ccc(Cn2c(C)c(C(=O)NCc3cccs3)sc2=O)o1
  9	-6
NC(=O)c1ncc(C(F)(F)F)cc1Oc1cccc(F)c1
  15	-7
Cc1ccc(NC(=O)CSc2nc(=O)n(CCN(C)C)c3c2CCCC3)cc1Cl
  17	1
O=C(O)CCCC(=O)Nc1ccc2c(c1)oc1ccccc12
  -4	1
O=c1c2[nH]c3ccc(F)cc3c2ncn1CC1CCCO1 (stereo not drawn)
  -8	0
CN(C)CCCNc1cc(C(C)(C)C)nc2c(-c3ccccc3)cnn12
  38	36
Cc1ccccc1OC(C)C(=O)NCCCN1CCOCC1 (stereo not drawn)
  6	-1
Cc1cc(S(=O)(=O)N2CCCCC2)ccc1OCC(=O)N1CCOCC1
  -2	6
CCCc1nc(-c2cc3cc(C)ccc3[nH]c2=O)no1
  1	-2
COc1ccc(CCNC(=O)Cn2c([N+](=O)[O-])cnc2C)cc1OC
  10	2
COc1ccc(C)cc1NC(=O)C12CCC(C)(C(=O)O1)C2(C)C (stereo not drawn)
  -3	-4
C=CC[C@@H](CC(=O)N[C@H](CO)Cc1ccccc1)C(=O)N[C@@H](COC(=O)[C@@H](CC=C)Cc1ccc(F)cc1)Cc1ccccc1
  27	-10
Cc1ccccc1N1CCN(C(=O)[C@@H]2CCCN2C2=NS(=O)(=O)c3ccccc32)CC1
  1	5
